Assay outcomes (PubChem BioAssay)
CCT chaperon mod = cytosolic chaperonin activity modulation; 0.3% of 360,000 active; AID 651819; purified chaperonin ATPase assay, HTRF ADP detection, 30 min; activity change, % (concentration not given with the values), hits read low; in the data active means activity change below about -30%; further: on the % scale 0 is the no-effect control and ±100 the full control effect
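We incubate TRiC, 40 or 20 nM final, with library compounds at 76 uM and 10 uM ATP for 30 min at 37 °C. ADP formed is detected with Transcreener HTRF reagents after 30 min at room temperature.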
EPAC2 antagonist = blocks human EPAC2 exchange factor | EPAC2 GEF exchange of Rap1B-BODIPY-GDP, fluorescence | 0.18% of 360,000 active | Q8WZA2 | Potency, µM (top dose mostly 114 µM), for the others: at the highest dose activity, negative = inhibition, actives largely listed as inhibitors; further: potency means the concentration at half of the fitted maximal effect; on the % scale 0 is the no-effect control and ±100 the full control effect; nearly all actives have a fitted effect of over 45% in size; many of its hits are not listed in these tables
Target sequence (Q8WZA2 whole entry, looked up): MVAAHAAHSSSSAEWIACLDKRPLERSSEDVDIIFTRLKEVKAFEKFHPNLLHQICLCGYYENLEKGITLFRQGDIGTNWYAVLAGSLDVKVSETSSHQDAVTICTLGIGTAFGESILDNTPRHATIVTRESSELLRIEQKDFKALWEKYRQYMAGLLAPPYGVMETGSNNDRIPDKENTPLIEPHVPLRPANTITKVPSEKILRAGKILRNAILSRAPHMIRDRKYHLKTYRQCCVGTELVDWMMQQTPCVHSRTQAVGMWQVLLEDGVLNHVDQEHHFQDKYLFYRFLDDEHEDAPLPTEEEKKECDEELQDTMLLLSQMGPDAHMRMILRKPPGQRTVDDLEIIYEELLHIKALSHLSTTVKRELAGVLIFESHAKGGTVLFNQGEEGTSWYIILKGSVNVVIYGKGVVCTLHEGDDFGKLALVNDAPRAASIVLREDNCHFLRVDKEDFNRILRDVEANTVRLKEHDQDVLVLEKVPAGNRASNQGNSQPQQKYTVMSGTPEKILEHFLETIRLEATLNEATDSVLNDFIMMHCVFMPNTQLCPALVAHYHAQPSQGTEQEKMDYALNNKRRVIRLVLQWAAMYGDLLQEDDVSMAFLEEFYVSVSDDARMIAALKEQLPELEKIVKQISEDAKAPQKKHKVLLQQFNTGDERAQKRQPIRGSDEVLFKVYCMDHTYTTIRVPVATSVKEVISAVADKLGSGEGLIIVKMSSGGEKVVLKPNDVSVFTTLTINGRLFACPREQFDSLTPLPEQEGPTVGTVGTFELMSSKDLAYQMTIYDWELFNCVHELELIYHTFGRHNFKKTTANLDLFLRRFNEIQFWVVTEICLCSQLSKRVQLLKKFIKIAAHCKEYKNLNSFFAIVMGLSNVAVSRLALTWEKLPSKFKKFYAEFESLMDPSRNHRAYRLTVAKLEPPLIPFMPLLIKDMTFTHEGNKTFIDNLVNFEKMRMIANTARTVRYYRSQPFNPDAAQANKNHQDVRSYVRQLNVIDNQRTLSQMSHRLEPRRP
EPAC2 ag = EPAC2 (human) agonism | EPAC2 activation, biochemical qHTS; response scale: 100% = 6.5 mM cAMP response | Potency, µM (titrated, usually from 154 µM), for inactives: top-dose activation, usual class: activators | 0.079% of 360,000 active | AID 720711; further: potency means the concentration at half of the fitted maximal effect; nearly all actives have a fitted effect of over 50% in size
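Readout is BODIPY fluorescence (480 nm excitation, 540 nm emission), which falls as labeled GDP is exchanged off Rap1B. EPAC2 at 100 nM acted on 250 nM RAP1B-BODIPY-GDP with 50 uM GDP present.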
A549 viability = kills or reduces viability of A549 cells in Nrf2 counter-screen; A549 ARE-Fluc cells, CellTiter-Fluor viability, 18-24 h; Potency, µM (doses to about 46 µM), without a hit: at the top dose activity change, negative = cytotoxicity, actives largely listed as inhibitors; 0.16% of 390,000 active; AID 504648; further: potency means the concentration at half of the fitted maximal effect; on the % scale 0 is the no-effect control and ±100 the full control effect
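A549 ARE_Fluc cells in 5% FBS OPTI-MEM were exposed to compounds in concentration-response for 18-24 h at 37 deg C. Viability was read by CellTiter-Fluor fluorescence (Ex 405/Em 525) after 30 min, before the luciferase read.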
TGFb inhibitor = TGF-b pathway inhibition. 1.2% of 410,000 active. HepG2 CAGA-GFP TGF-b/SMAD3 reporter, GFP fluorescence, 18 h; TGF-beta stimulated, 500 pg/mL final. Potency, µM (series often up to 46.1 µM), for inactives: at the highest dose activity, negative = inhibition, actives largely listed as inhibitors; further: potency means the concentration at half of the fitted maximal effect; on the % scale 0 is the no-effect control and ±100 the full control effect; nearly all actives have a fitted effect of over 65% in size
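GFP signal (ex488/em500-530) from TGF-beta-stimulated HEPG2 CAGA-GFP cells, 500 pg/mL final, 18 h at 37 degrees C in DMEM plus 1% FBS, normalized to unstimulated and DMSO-stimulated controls.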
MmCpn inh = inhibitors of Methanococcus maripaludis chaperonin (MmCpn); purified Mm-Cpn ATPase, ADP Transcreener TR-FRET; Potency, µM (top dose mostly 76.9 µM), without a hit: at the top dose activity, negative = inhibition, usual class: inhibitors; 0.031% of 330,000 active; AID 504842; further: potency means the concentration at half of the fitted maximal effect; on the % scale 0 is the no-effect control and ±100 the full control effect; nearly all actives have a fitted effect of over 80% in size
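Eu-cryptate anti-ADP/ADP-d2 competition gives a ratio inversely related to ADP. Enzyme at 25 nM was pre-exposed to compound for 10 min, then given 10 uM ATP for 30 min, 37°C throughout.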
Nrf2 activator = activates Nrf2 signaling; Potency, µM (series often up to 46.1 µM), for inactives: at the highest dose activation, most hits filed as activators; AREc32 ARE-luciferase reporter (MCF7-derived line), luminescence, 24 h; 0.31% of 410,000 active; further: potency means the concentration at half of the fitted maximal effect; % of control where 0% means no effect; nearly all actives have a fitted effect of over 65% in size
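Each well held 1000 AREc32 cells, which were incubated with compound for 24 hr at 37 deg C after overnight attachment, and ARE reporter activity was quantified by firefly luciferase luminescence.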
pAkt inh = Akt phosphorylation inhibition. Neuro2A IGF-stimulated pAkt S473 HTRF, 20 min; stronger effect = lower value. activity change, % for hits at 50 µM. 0.32% of 360,000 active. AID 651550; in the data active means activity change below about -80%; inconclusive means mostly about -51% to -80%; further: on the % scale 0 is the no-effect control and ±100 the full control effect
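Single-point screen (50 µM final compound) in Neuro2A cells stimulated 20 min with 6 nM IGF at 37 deg C. After lysis, Ser473-phosphorylated Akt read by HTRF (ex 330 nm, em 615/665 nm) as the 665/615 ratio.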
Nrf2 block = Nrf2 pathway inhibition. 2.1% of 360,000 active. Potency, µM (titrated, usually from 46 µM), for inactives: top-dose activity change, negative = inhibition, actives largely listed as inhibitors. A549 ARE-Fluc reporter, luciferase luminescence, 18-24 h; further: potency means the concentration at half of the fitted maximal effect; on the % scale 0 is the no-effect control and ±100 the full control effect; nearly all actives have a fitted effect of over 60% in size
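Nrf2 activity is the BugLite luminescence, read 15 min after reagent at room temperature, following CellTiter-Fluor cytotoxicity readout (30 min, 37C). Compound titrations were applied for 18-24 h to 5000 A549 ARE_Fluc cells/well in 5% FBS OPTI-MEM.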
* hit, by the source's call; i = inactive; ? = inconclusive; nt = no result given; [ ] = remark or other dose. Unless noted, the call rests on the fitted dose curve; in most records, active means well fitted curve in the direction sought with a large enough effect; inconclusive means small, poorly fitted or top-dose-only effect, or another doubt; inactive means no such curve, though single readings can be large; an effect the other way counts as inactive or inconclusive. Only part of the results is shown. The share of hits here may be higher or lower than overall.

SMILES | CCT chaperon mod | EPAC2 antagonist | EPAC2 ag | A549 viability | TGFb inhibitor | MmCpn inh | Nrf2 activator | pAkt inh | Nrf2 block
Oc1ccccc1N1CCN(c2ncnc3sc(-c4ccccc4)cc23)CC1 | -0.8 | 4% | 8% | -5% | 0% | -13% | -0.5% | i | -16%
O=C(O)c1cccc2c1C(=O)c1ccc(-c3ccc(F)cc3F)cc1S2(=O)=O | -0.6 | 5% | -3% | -4% | 10% | 0% | -0.1% | i | 7%
Cc1cccc(NC(=O)Nc2cccnc2)c1C | 0.0 | -6% | 5% | 0% | 0% | 2% | -1.0% | i | 9%
Cc1c(NC(=O)COc2c(F)c(F)c(F)c(F)c2F)c(=O)n(-c2ccccc2)n1C | 1.1 | 11% | 2% | 3% | -28% | 2% | 5.9% | i | -19%
Cc1ccnn1-c1ccc(C(=O)NCc2ccccc2CN2CCOCC2)cc1 | 0.1 | 7% | 6% | -13% | 11% | 0% | 0.2% | i | -14%
N#C/C(=C\c1ccccc1)c1nc(-c2cc3cc(Br)ccc3oc2=O)cs1 | nt | nt | nt | -10% | -1% | nt | -0.4% | nt | 10%
COCCCNC(=O)c1cccc(NC(=O)c2ccccc2)c1 | -2.5 | 0% | -7% | -4% | 0% | 1% | -0.3% | i | -10%
Cc1ccc(S(=O)(=O)N2CCC(=O)N([C@H](COCc3ccc(Cl)cc3)C(C)C)CC2)cc1 | -0.8 | -26% | 14% | nt | nt | nt | 1.2% | i | nt
O=C(N/N=C/c1ccoc1)c1cccc(OC(F)(F)C(F)F)c1 | -0.9 | -17% | 3% | 4% | 1% | nt | 1.9% | i | 7%
CCOC(=O)c1cccc(NC(=O)Nc2ccc3c(c2)N(C)C(=O)c2ccccc2S3)c1 | nt | nt | nt | -20% | ? | nt | 0.4% | nt | 21µM*
O=C(COc1ccc(Cl)cc1)N/N=C/CCc1ccccc1 | -3.6 | -7% | 11% | -3% | -20% | 4% | 0.2% | i | 8%
COc1cccc(-c2nc3ccccc3c(=O)o2)c1 | 1.2 | -5% | 11% | -23% | 10% | 0% | 0.0% | i | 8%
CC(C)(C)c1nnc(NS(=O)(=O)c2ccc(F)cc2)s1 | 0.1 | 4% | -1% | -1% | 7% | nt | -0.7% | i | -18%
Cc1cc(Cl)ccc1OCC(=O)NNC(=O)C1CCCO1 (stereo not given) | 1.2 | -3% | 4% | 5% | 4% | 1% | -0.2% | i | 2%
NC(=O)CN1C(=O)NC2(CCCc3ccccc32)C1=O (stereo not given) | -0.8 | -5% | 7% | 1% | -11% | 0% | -1.0% | i | -14%
O=C1C(c2c(O)[nH]c3ccccc23)=Nc2ccccc21 | 0.1 | -16% | 4% | -3% | -18% | 0% | 10% | i | 28%
Cc1cccc(CNC(=O)c2ccc(N3Cc4ccccc4Oc4ncccc43)s2)c1 | nt | nt | nt | -1% | -5% | nt | -1.0% | nt | 10%
CC1CN(S(=O)(=O)c2ccc(C(=O)N3c4ccccc4CC3C)cc2)CC(C)O1 (stereo not given) | -0.7 | 14% | 0% | -2% | -4% | 0% | -0.6% | i | 2%
Cc1cc(C)n2nc(SCC(=O)N(C)C3CCCCC3)nc2n1 | -1.0 | 4% | 6% | 0% | 23% | 1% | 0.2% | i | 3%
O=C(/C=C/c1ccco1)Nc1cccc(S(=O)(=O)N2CCOCC2)c1 | -0.4 | -8% | -5% | 4% | -12% | -2% | 5.6µM* | i | 1%
Nn1c(SCC(=O)Nc2ccc(OC(F)F)cc2)nnc1-c1ccco1 | -1.7 | 2% | 2% | -9% | 10% | 2% | -0.1% | i | -17%
CCOc1ccc(NC(=O)CCC(=O)NNC(=O)COc2ccc(C)cc2)cc1 | 0.9 | 11% | 2% | 7% | 5% | 1% | 0.4% | i | ?
COc1ccc(C2(C(=O)Nc3ccccc3)CCOCC2)cc1 | 0.8 | 8% | 1% | -5% | 0% | -1% | -0.5% | i | 19%
COc1ccc(C2CC(c3ccccc3)=NN2C(=O)CN2N=NC3C(=O)N(c4cccc(F)c4)C(=O)C32)cc1 (stereo not given) | -0.5 | 0% | -9% | -1% | -4% | -4% | 1.6% | i | 24%
CC(C)N(C)C(=O)CCc1nnc(CCc2c[nH]c3ccccc23)o1 | 6.6 | 2% | 0% | -5% | -8% | -3% | 0.3% | i | ?
COc1ccc(C(=O)N2CCN=C2SC)cc1OC | 0.5 | 0% | 7% | 17% | -1% | -3% | -0.4% | i | 3%
CCOC(=O)c1c(-c2ccc(N(C)C)cc2)oc2c1C(OC)CC2 (stereo not given) | 0.2 | -9% | 10% | nt | nt | nt | 4.5% | i | nt
CC1C2C(C)N(C)C(=O)N(C)C2N(C)C(=O)N1C (stereo not given) | -3.0 | 7% | 11% | -1% | 0% | 2% | -0.3% | i | -11%
CCOc1ccccc1CNC(=O)CN1C(=O)c2cccnc2Oc2ccc(C)cc21 | nt | nt | nt | 4% | ? | nt | 0.8% | nt | 3%
COCCNc1nc(NCc2ccccc2F)c2sccc2n1 | -1.1 | 18% | 5% | nt | 0% | nt | 6.2% | i | nt
Cc1sc2nc(CC(=O)N3CCCC3)[nH]c(=O)c2c1C | -3.0 | 7% | 8% | -2% | 5% | -1% | 0.2% | i | -16%
O=C(Cc1ccc(NC(=O)C2CCCN(C(=O)C3CCCCC3)C2)cc1)Nc1cccc(C(=O)N2CCCC2)c1 (stereo not given) | -1.9 | 16% | 12% | -4% | -7% | nt | 2.9% | i | -13%
CCc1cccc2c(C(=O)CCl)c[nH]c12 | -1.0 | -12% | 3% | 2% | -2% | 0% | 20% | i | 28%
CC(C)(C)NC(=O)C(c1ccccc1)N(C(=O)CNC(=O)c1cccs1)c1cccnc1 (stereo not given) | 1.3 | 3% | 18% | -8% | 5% | 1% | 0.0% | i | -9%
CCC(=O)Nc1ccc(NC(=O)CN2CCCC(C)C2)c(Cl)c1 (stereo not given) | 0.1 | 8% | -83%[inhibitor][15.6 µM] | 5% | 1% | 1% | 0.2% | nt | -10%
Cc1cccc(OCc2occc2C(=O)Nc2cccc(-n3cnnn3)c2)c1 | -8.0 | -9% | 11% | -3% | 9% | -2% | -0.3% | i | 8%

Overlap with the part before: 2 compounds, then new ones.
SMILES | CCT chaperon mod | EPAC2 antagonist | EPAC2 ag | A549 viability | TGFb inhibitor | MmCpn inh | Nrf2 activator | pAkt inh | Nrf2 block
CCC(=O)Nc1ccc(NC(=O)CN2CCCC(C)C2)c(Cl)c1 (stereo not given) | 0.1 | 8% | -83%[inhibitor][15.6 µM] | 5% | 1% | 1% | 0.2% | nt | -10%
Cc1cccc(OCc2occc2C(=O)Nc2cccc(-n3cnnn3)c2)c1 | -8.0 | -9% | 11% | -3% | 9% | -2% | -0.3% | i | 8%
Cc1ccc(SCCOCCN2CCc3ccccc3C2)cc1 | -2.1 | -5%[57.1 µM] | 21% | 18% | 2% | 4% | 3.3% | i | -29%
C=C(C)Cn1c(Sc2nc3ccccc3[nH]2)nc2c1c(=O)[nH]c(=O)n2C | -0.1 | 5% | 5% | 1% | -3% | 1% | -0.5% | i | -11%
C=CCn1c(SCC(=O)Nc2ncc(Cc3cc(Cl)ccc3Cl)s2)nnc1-c1ccncc1 | 0.5 | 14%[57.1 µM] | ? | 2% | 0% | -1% | -0.5% | i | 4%
O=C(c1ccncc1)N1CCN(C(=O)c2cccc3ccccc23)CC1 | -0.5 | 0% | -2%[15.6 µM] | 1% | ? | 0% | 2.7% | nt | 18%
Cc1cccc(C)c1NC(=O)COC(=O)c1ccccc1O | -1.1 | -5% | -4% | 1% | 3% | -1% | -0.8% | i | 2%
COc1ccccc1S(=O)(=O)Nc1cccc(S(=O)(=O)N2CCCC2)c1 | -1.9 | 4% | 2% | -4% | -2% | 1% | 1.8% | i | 5%
CCc1cccc(C)c1NC(=O)COC(=O)CC1CCCC1 | -5.8 | 7% | -1% | 1% | 2% | 0% | 1.6% | i | -1%
COc1ccc2oc(-c3ccc(C)c(NC(=O)COc4cc(C)cc(C)c4)c3)nc2c1 | nt | nt | nt | 3% | -2% | nt | 0.2% | nt | ?
CCN(CC)C(=O)COc1ccc(/C(C)=N/Nc2ncc(Cl)cc2Cl)cc1 | -0.1 | 0% | 3% | -2% | ? | -2% | 4.6% | i | ?
CSc1ccccc1OCc1cc(C(=O)NCCC2CCCCO2)no1 (stereo not given) | 0.8 | -17% | -9% | 3% | 11% | 2% | 0.6% | i | ?
CC(=O)c1c(N2CCN(C)CC2)nc(=S)n(-c2cc(C)ccc2C)c1C | 0.2 | 6% | 1% | -1% | 2% | -1% | -0.2% | i | -5%
CN(C(=O)c1cccc(NC(=O)Cc2ccc(NC(=O)C3CCCN(C(=O)C4CC4)C3)cc2)c1)C1CCC1 (stereo not given) | 1.6 | 6% | 7% | -3% | 6% | nt | 0.1% | i | -5%
O=c1[nH]c(CN(CCO)CCO)nc2c1C1(CCCCC1)Cc1ccccc1-2 | 0.8 | 17% | -4% | 14% | -4% | 1% | -0.2% | i | 12%
CC(C)(C)CN1C(=O)C(=O)NC[C@@H]1CCCCN | 1.6 | 7% | 6% | 0% | 11% | nt | 0.0% | i | 5%
COc1cccc2c(=O)c3ccccc3oc12 | -9.2 | 13% | 0% | 0% | ? | 0%[15.4 µM] | 4.2% | i | 9%
Cc1ccc(S(=O)(=O)CCC(=O)OCc2nnc(-c3ccccc3)o2)cc1 | -3.0 | 15% | 3% | 1% | 15% | -3% | -0.3% | i | 19%
CC1=NN(C(=O)Cn2nc([N+](=O)[O-])c(Br)c2C)C(O)(C(F)(F)F)C1 (stereo not given) | 0.3 | 0% | 2% | 1% | -26% | 0% | 0.1% | i | 0%
COc1ccc(NC(=O)c2sc3nc(C)c(C(=O)Nc4ccc(C)cc4C)c(-c4ccccc4Cl)c3c2N)cc1 | nt | nt | nt | 13% | 19% | nt | -0.1% | nt | -19%[9.27 µM]
CCC(C)c1ccccc1NC(=O)CN(CC)CC(=O)Nc1ccc2c(c1)OCCO2 (stereo not given) | 0.5 | -11% | 5% | 0% | -21% | -1% | 2.5% | i | 3%
